Screening data deposited in PubChem BioAssay by National Center for Advancing Translational Sciences (NCATS).
uPA surface inh: cell surface uPA generation inhibition; cell surface uPA generation assay, qHTS; AID 540303; Potency, µM (doses to about 38.3 µM), for inactives: at the highest dose activity change, negative = inhibition, usual class: inhibitors; 0.31% of 330,000 active; active = well fitted inhibition curve with a large enough effect; inconclusive = small, poorly fitted or top-dose-only effect; inactive = no such curve, though single readings can be large or run the other way; tested in mouse RAW 264.7 cells; also: potency is read from the fitted curve at half-maximal effect; % is scaled to controls: 0 for no effect and ±100 for the full control effect; nearly all actives have a fitted effect of over 55% in size
B2AR arrestin: recruits beta-arrestin to the human beta2-adrenergic receptor; 0.02% of 330,000 active; AID 492947; P07550; beta-arrestin recruitment to beta2AR, cell-based reporter; Potency, µM (highest dose often 46.1 µM), inactives show at the top dose activation, usual class: activators;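 also: potency is read from the fitted curve at half-maximal effect; 0% = DMSO controls and full agonism = EC100 isoproterenol or metaproterenol; nearly all actives have a fitted effect of over 65% in size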
Target sequence (P07550 whole entry, looked up): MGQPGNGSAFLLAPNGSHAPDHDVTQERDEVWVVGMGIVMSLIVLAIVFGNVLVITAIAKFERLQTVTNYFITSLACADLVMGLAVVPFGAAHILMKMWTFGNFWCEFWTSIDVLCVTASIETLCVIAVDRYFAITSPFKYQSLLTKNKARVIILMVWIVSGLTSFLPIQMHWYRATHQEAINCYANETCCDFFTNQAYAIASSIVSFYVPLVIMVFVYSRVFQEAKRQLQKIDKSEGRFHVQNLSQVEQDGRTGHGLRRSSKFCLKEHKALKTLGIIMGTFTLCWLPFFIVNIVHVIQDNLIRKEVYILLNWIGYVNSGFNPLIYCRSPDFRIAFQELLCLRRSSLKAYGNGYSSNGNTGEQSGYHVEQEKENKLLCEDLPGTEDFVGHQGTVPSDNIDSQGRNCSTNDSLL
Eya2 phos inh: Eya2 (human) phosphatase inhibition. O00167. recombinant Eya2, OMFP fluorescence dephosphorylation (OMFP is methylfluorescein phosphate). Potency, µM (series often up to 76.9 µM), inactives show at the top dose activity, negative = inhibition, usual class: inhibitors. 0.006% of 330,000 active. AID 488837; also: potency is read from the fitted curve at half-maximal effect; % is scaled to controls: 0 for no effect and ±100 for the full control effect
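Eya2 (0.2 uM) preincubated 10 min at ambient with compound, then OMFP substrate added at 50 uM; 10 min reaction in 50 mM HEPES pH 7.5, 50 mM NaCl, 5 uM MgCl2, 0.05% BSA, 1 mM DTT. Fluorescence read at Ex 485/Em 525 nm.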
TCR act: T cell receptor activation | primary human leukocytes, anti-CD3, IL-2 HTRF, 48 h | Potency, µM (doses to about 9.22 µM), without a hit: top-dose activation of IL-2 secretion, hits mostly activators | 330,000 tested, under 10 active; also: % of control where 0% means no effect
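IL-2 produced over 48 hr by a-CD3 bead-stimulated primary human leukocytes exposed to compounds was detected with a homogeneous time-resolved FRET immunoassay, 665nm acceptor signal after 320nm excitation.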
TSG101-PTAP inh: blocks PTAP/TSG101 interaction to inhibit HIV-1 budding | Q99816 | Fluorescence polarization, FITC-PTAP peptide / Tsg101 binding | Potency, µM (highest dose often 115 µM), for the others: at the highest dose activity change, negative = inhibition, actives largely listed as inhibitors | 340,000 tested, under 10 active | AID 493005; active = well fitted inhibition curve with a large enough effect in the main read-out, with a control signal flat, not every such curve was filed as active; inconclusive = small, poorly fitted or top-dose-only effect, or effect the other way, or a change in a side signal; inactive = no such curve, though single readings can be large or run the other way; also: potency is read from the fitted curve at half-maximal effect; % of control where 0% means no effect
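Fluorescence polarization binding of Tsg101 binding domain (10 uM final) to FITC-labeled PTAP peptide (50 nM final) in HEPES pH 7.5 buffer with NaCl, Tween 20, EDTA, TCEP. Compounds added before peptide; binding 20 min at RT.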
TSHR antag: blocks TSH signaling through the human TSH receptor. P16473. activity change, negative = inhibition, % at 11.5 µM. AID 504810. TSHR-expressing cells, TSH-stimulated cAMP HTRF, 2 h; hits give low values. 0.2% of 330,000 active;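 active = activity change below a set negative limit, meaning inhibition stronger than a set level, cut at about -70% in these data; inconclusive = activity change between two set negative limits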; also: % is scaled to controls: 0 for no effect and ±100 for the full control effect
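Inhibition of cAMP made by TSHR-expressing cells under TSH stimulation (4nM final, EC80; 2 h, 37 deg C) is quantified with a one-step lysis HTRF kit, anti-cAMP cryptate versus cAMP-d2.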
Tb PFK block: inhibitors of T. brucei phosphofructokinase; O15648; T. brucei PFK, ADP-Glo luminescence; Potency, µM (titrated, usually from 57.5 µM), for inactives: at the highest dose activity, negative = inhibition, most hits filed as inhibitors; 0.17% of 330,000 active;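 also: potency is read from the fitted curve at half-maximal effect; 0% = uninhibited 1x PFK enzyme wells and -100% = no-enzyme wells; nearly all actives have a fitted effect of over 60% in size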
Target sequence (O15648 whole entry, looked up): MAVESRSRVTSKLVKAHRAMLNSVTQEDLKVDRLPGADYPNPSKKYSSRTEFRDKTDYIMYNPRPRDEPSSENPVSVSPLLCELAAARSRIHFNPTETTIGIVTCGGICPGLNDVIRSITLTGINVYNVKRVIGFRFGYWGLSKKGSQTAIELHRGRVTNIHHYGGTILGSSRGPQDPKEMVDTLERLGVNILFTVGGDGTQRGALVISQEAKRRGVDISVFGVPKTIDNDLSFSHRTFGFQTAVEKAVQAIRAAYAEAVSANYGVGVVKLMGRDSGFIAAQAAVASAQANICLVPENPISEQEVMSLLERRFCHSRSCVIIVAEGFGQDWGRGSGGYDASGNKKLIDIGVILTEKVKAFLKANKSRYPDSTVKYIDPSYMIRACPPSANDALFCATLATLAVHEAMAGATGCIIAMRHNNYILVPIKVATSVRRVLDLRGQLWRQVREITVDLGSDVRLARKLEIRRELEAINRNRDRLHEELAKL
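Activity is normalized to no-enzyme wells (full inhibition) and 1.25 nM enzyme wells (no inhibition). Reaction: 0.5 mM F6P, 0.1 mM ATP, 45 min RT, ADP-Glo luminescence; concentration-response curves fitted and classed by quality.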
USP2a block: blocks human ubiquitin-specific protease USP2a | O75604 | USP2 core, Ub-CHOP2 coupled fluorogenic reporter, 485/531 | Potency, µM (highest dose often 38.3 µM), for inactives: top-dose activity change, negative = inhibition, hits mostly inhibitors | 0.01% of 330,000 active | AID 463254;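 also: potency is read from the fitted curve at half-maximal effect; plate controls were DMSO wells for no effect and full inhibition by NEM control for full effect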
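Deubiquitinase activity read as fluorescence (485/531 nm) after Ub-CHOP2 cleavage activates the enterokinase reporter on its substrate; USP2 core 10nM, Ub-CHOP2 and substrate 25nM each, 30min compound preincubation then 60min RT; data normalized to NEM, curves fitted.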
Mito fusion yeast: mitochondrial division inhibition or fusion activation; S. cerevisiae fusion-defective mutant growth rescue, CellTiterGlo 48 h; Potency, µM (titrated, usually from 46.1 µM), without a hit: top-dose growth rescue (activation), hits mostly activators; 0.23% of 320,000 active; AID 485298;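 also: potency is read from the fitted curve at half-maximal effect; % of control where 0% means no effect; nearly all actives have a fitted effect of over 45% in size; temperature-sensitive fusion mutants such as fzo1-1 at 37 °C on non-fermentable ethanol glycerol medium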
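Compounds are tested for their ability to restore growth of mitochondrial fusion-defective yeast strains at non-permissive 37C in YPEG medium over 48 hours. Viability is quantified by luciferase luminescence.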
ELG1 repair inh: blocks ELG1-dependent DNA repair in HEK293T cells. HEK293T ELG1-luciferase reporter, luminescence, 16 h; DNA damage induced by 5-fluorouridine. Potency, µM (highest dose often 46.1 µM), inactives show at the highest dose activity change, negative = inhibition, hits mostly inhibitors. 2.3% of 330,000 active. AID 504467; also: potency is read from the fitted curve at half-maximal effect; % is scaled to controls: 0 for no effect and ±100 for the full control effect; nearly all actives have a fitted effect of over 55% in size
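Overnight (16 hr) co-exposure of 2,000 cells/well to 5-fluorouridine and compound at 37 °C preceded detection. Luciferase was quantified via ONE-Glo luminescence; loss of signal denotes inhibition.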
BCR signal inh: inhibitors of chronic active B-cell receptor signaling; ABC-DLBCL IkBa-CBG/CBR reporter, luminescence ratio, 4 h; Potency, µM (doses to about 46.1 µM), inactives show top-dose ratio change, negative = lower green/red ratio, actives largely listed as inhibitors; 0.05% of 340,000 active; active = well fitted inhibition curve with a large enough effect in the signal ratio, with a control signal flat, not every such curve was filed as active; inconclusive = small, poorly fitted or top-dose-only effect, or effect the other way, or a change in a side signal; the % refers to the signal ratio;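 also: potency is read from the fitted curve at half-maximal effect; plate controls were basal doxycycline-induced cells for no effect and cells given 10 µM MG132 for full effect; MG132 reads +100%, hits lower the ratio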
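Doxycycline induced both beetle luciferases in TMD8 lymphoma cells; IKK-driven degradation limits the IkappaBalpha-fused green signal, while red luminescence normalises for cell number and nonspecific effects. Compounds tested up to 46 uM, 4 hrs.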
The depositor's hits bear a star; ? = inconclusive; . = not tested or not shown; [ ] = dose if it differs, or a comment. Unless noted, calls follow the shape of the dose curve; as a rule, active = well fitted curve in the direction sought with a large enough effect; inconclusive = small, poorly fitted or top-dose-only effect, or another doubt; inactive = no such curve, though single readings can be large; an effect the other way counts as inactive or inconclusive. An unsorted share of the library. Share with any hit: about 3%.

SMILES	uPA surface inh	B2AR arrestin	Eya2 phos inh	TCR act	TSG101-PTAP inh	TSHR antag	Tb PFK block	USP2a block	Mito fusion yeast	ELG1 repair inh	BCR signal inh
Cc1nn(Cc2ccc(F)cc2)c(C)c1NC(=O)c1cnn2cccnc12	.	0.2%	11%	.	1%	-7	-8%	-2%	-3%	-7%	-9%
CC(C)(C)c1cc(C(=O)N/N=C/c2ccco2)n[nH]1	-1%	-0.6%	-13%	1%[46.1 µM]	-9%	5	0%	3%	-5%	?	-1%
CCOc1ccc(-c2cnc3n2CCCCC3)cc1	-2%	-0.4%	-17%	.	-1%	-4	2%	2%	-15%	-4%	2%
O=C(CN1CCN(c2ccccc2O)CC1)Nc1ccc([N+](=O)[O-])cc1Br	4%	-1.6%	1%	5%	-3%	-26	-7%	-7%	?	?	2%
COc1ccc(-c2[nH]ncc2CNCCc2ncccc2C)cc1F	-3%	0.0%	-2%	-8%	-2%	-2	-18%	-1%	9%	?	-6%
CC(C)(C)C(=O)O/N=C(\N)c1ccc(-c2csnn2)cc1	-1%	0.5%	11%	3%	-3%	-15	1%	9%	-1%	?	?
CCOc1c2ccccc2nn1CCO	?	0.2%	8%	3%	.	37	12%	0%	9%	13%	0%
COc1ccccc1C(=O)NCC1(c2ccccc2)CCCC1	8%	1.0%	3%	2%	-1%	4	1%	2%	?	?	-6%
CCOC(=O)C1C(=O)CC(C)(O)C(C(=O)OCC)C1c1ccc(F)cc1 (configuration not stated)	-3%	-0.2%	-3%	.	-15%	-3	-6%	1%	-1%	5%	-2%
CC(NC(=O)c1cccc(S(=O)(=O)N(C)c2ccccc2)c1)c1cccnc1 (configuration not stated)	-18%	-0.2%	3%	-1%	-6%	-3	1%	-1%	.	?	-1%
COC(=O)C(CC(=O)c1ccc(Br)cc1)n1nc(C)cc1C (configuration not stated)	-2%	-0.6%	6%	1%	0%	5	?	2%	-4%	-8%	?
CN(Cc1cccnc1)C(=O)c1cc(S(=O)(=O)Nc2ccccc2F)ccc1Cl	-7%	-0.1%	-15%	-6%	-7%	6	1%	2%	0%	-3%	8%
O=C1/C(=C\c2ccc(C(F)(F)F)cc2)CSc2sccc21	-6%	-0.2%	9%	3%	-6%	-5	0%	3%	-1%	0%	8%
C[C@H]1[C@H](C)CC[C@]2(C)CC[C@]3(C)C(=CC(=O)C4[C@@]5(C)CC[C@H](O)C(C)(C)C5CC[C@]43C)[C@H]12 (some centres not stated)	24%	0.3%	5%	14%	-1%	-12	12%	-2%	12%	16%	-3%
Cc1cc(C)n(C(=O)c2ccc(Cl)c(F)c2F)n1	.	0.0%	-3%	0%	-4%	4	-3%	-6%	-2%	5%	-4%
COc1ccccc1N1CCN(C(=O)c2cc3c(=O)n4cccc(C)c4nc3s2)CC1	3%	0.3%	11%	7%	-4%	43	2%	-2%	4%	?	-1%
O=C(CN1C(=O)c2cccc3cccc1c23)NC1CCCC1	-1%	0.1%	?	12%	-8%	-1	1%	2%	8%	1%	1%
COc1ccc(OC)c2sc(NC(=O)C3=COCCO3)nc12	-2%	-0.3%	5%	-14%	0%	-2	2%	2%	-2%	?	?
O=[N+]([O-])c1cc(C(F)(F)F)ccc1N1CCCNCC1	-5%	-1.1%	4%	.	-1%	-4	0%	1%	-6%	23%	5%
O=C(NCc1ccncc1)c1cccc(NS(=O)(=O)c2ccc(F)c(F)c2)c1	15%	0.0%	-18%	1%	-4%	0	-1%	2%	-5%	20%	1%
Cc1cc(C(=O)Nc2ccc(Br)cc2)cs1	-2%	-1.0%	9%	3%	1%	-4	?	-8%	4%	?	?
CCCn1c(C)cc(/C=C(\C#N)C(=O)OCC(=O)N(C)c2c(N)n(Cc3ccccc3)c(=O)[nH]c2=O)c1C	1%	0.5%	12%	6%	1%	5	-1%	-2%	-6%	14%	-2%
O=C(c1ccccc1[N+](=O)[O-])N1CCN(Cc2ccc3c(c2)OCO3)CC1	0%	-0.4%	-3%	-2%[46.1 µM]	0%	2	-3%	-1%	-3%	-15%	-7%
O=C(CN1CCC(NC(=O)C2CC2)CC1)Nc1cccc(F)c1	-2%	-0.9%	-3%	3%	-11%	1	-4%	0%	3%	1%	8%
CCNC(=O)CSc1nnc(-c2cccc(S(=O)(=O)N3CCOCC3)c2)o1	3%	-0.3%	9%	-12%	-3%	30	6%	0%	1%	5%	5%
Continuation.
SMILES	uPA surface inh	B2AR arrestin	Eya2 phos inh	TCR act	TSG101-PTAP inh	TSHR antag	Tb PFK block	USP2a block	Mito fusion yeast	ELG1 repair inh	BCR signal inh
Nc1ncnc2c1ncn2[C@@H]1O[C@H](CNCc2ccc(OCc3ccccc3)cc2)[C@@H](O)[C@H]1O	-21%	2.4%	-9%	-3%	-3%	3	5%	3%	.	?	1%
Cc1ccc(C)c(S(=O)(=O)N2CCN(C(=O)c3n[nH]c(=O)c4ccccc34)CC2)c1	2%	-0.4%	-5%	2%	-6%	1	0%	-4%	2%	?	?
COc1ccc(N(C)C(=O)c2oc(=O)c3ccccc3c2-c2ccccc2)c(OC)c1	-3%	0.0%	?	8%	-5%	-8	-6%	9%	.	-19%	-7%
COC(=O)C1CCN(C(=O)c2ccccc2NC(C)=O)CC1	3%	-1.0%	-15%	.	0%	10	0%	0%	-5%	12%	-2%
Cc1ccccc1C1=N/C(=C/c2cccs2)C(=O)O1	4%	-0.2%	6%	0%	0%	25	-2%	-7%	-5%	22%	?
O=C(CSc1ncn(-c2ccccc2)n1)N1CCc2ccccc21	2%	0.1%	2%	-5%	-7%	11	0%	2%	6%	-2%	-11%
COc1ccc(N(C(=O)c2ccncc2)S(=O)(=O)c2ccccc2)cc1	-15%	-0.9%	-2%	-3%	0%	0	-1%	-1%	-6%	4%	-6%
COc1ccc2c(c1)C(C)=CC(C)(C)N2C(=O)CSc1nnc(-c2ccc(C)cc2)o1	8%	0.1%	4%	-6%	-3%	-13	-4%	-1%	?	-19%	2%
COc1ccc(CCC(=O)OCC(=O)NC(=O)c2ccc(Cl)cc2)cc1	11%	-0.5%	-4%	0%	4%	-11	-3%	4%	.	27%	5%
CN(Cc1ccon1)C(=O)CC1C(=O)NCCN1Cc1cccc(F)c1F (configuration not stated)	-7%	-0.1%	10%	-5%	-2%	-1	1%	0%	-4%	22%	-3%
COc1ccc(NC(=O)CSc2nc3c(c(-c4cccs4)c2C#N)CN(C)CC3)cc1OC	7%	0.3%	-1%	5%	-15%	1	-3%	13%	1%	-11%	4%
COc1cc(/C=C/C(=O)Nc2cccnc2)cc(OC)c1OC	-6%	-0.2%	-4%	.	-6%	12	-5%	-1%	-2%	-1%	-7%
CCOc1ccc(C(C(=O)NCC2CCCO2)N(Cc2cccc(OC)c2)C(=O)c2snc(C(N)=O)c2N)cc1 (configuration not stated)	3%	0.1%	4%	-3%	-1%	-2	2%	0%	-9%	?	-4%
CCOC(=O)c1ccc(N2C(=O)c3n[nH]c(C)c3C2c2ccc(O)cc2)cc1 (configuration not stated)	.	0.4%	12%	1%	1%	1	1%	4%	0%	-5%	-2%
Cc1cccc(NC(=O)c2ccc(N3C(=O)C4C5C=CC(C6CC56)C4C3=O)cc2)c1 (configuration not stated)	-13%	-0.1%	-2%	-4%	-1%	-9	1%	-1%	-2%	8.2µM*	?
CN1CCN(C(=O)c2ccc(NS(=O)(=O)c3cccc([N+](=O)[O-])c3)cc2)CC1	4%	0.2%	31%	-1%	-2%	1	18%	3%	-4%	8%	-15%
O=C(COC(=O)Cn1cnc2ccccc21)NCCC1=CCCCC1	2%	-0.1%	1%	1%	-1%	-10	-1%	1%	2%	11%	?
COc1ccc(C2c3sc(=O)[nH]c3SC3C(=O)N(c4ccccc4)C(=O)C32)cc1 (configuration not stated)	4%	-0.7%	7%	-1%	-1%	-9	-9%	-1%	-6%	10%	9%
O=C(c1cccc(N2C(=O)C3C4C=CC(C4)C3C2=O)c1)N1CCN(c2ccccc2)CC1 (configuration not stated)	-5%	-0.1%	10%	-2%	0%	-9	-2%	1%	1%	?	5%
COc1ccc(/C=C/C(=O)c2cccc(-n3cnnn3)c2)cc1O	0%	-0.6%	4%	0%	0%	2	7%	-3%	9%	-3%	-6%
COc1ccc(CNC(=O)CN2CCN(c3cccc(C)c3C)CC2)cc1	-1%	0.3%	-9%	0%	-2%	3	-14%	-6%	27%	-19%	0%
